Pemphigus Ab inh: blocks pemphigus antibody binding to human desmoglein-3; P32926; AID 588358; binding (percent of control), % at 10 µM; DSG3-coupled beads, scFv-anti-DSG3-GFP binding, flow cytometry; active compounds read low; 310,000 tested, 0.48% active;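 active means binding more than 3 SD below its plate's average and above zero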;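 further: hits lower antibody fragment binding to DSG3; some compounds called inactive have numbers as strong as hits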
HTR5A inv ctr: counter-screen for OPRM1-OPRD1 inverse agonists: human HTR5A inverse agonism; HTR5A cell line, luminescence; 340,000 tested, 0.083% active; inhibition, % at 9.3 µM; P47898; AID 504634; in the data active means inhibition mostly above about 23%, no sharp cut-off; inactive means mostly below about 18%;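 further: 0% = cells with DMSO and 100% = no-cell wells with DMSO; some compounds called inactive have numbers as strong as hits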
AddAB inh: less growth of phage-infected E. coli with AddAB | E. coli expressing H. pylori AddAB, absorbance growth | inhibition, % at 11.9 µM | 330,000 tested, 0.29% active | AID 435030; in the data active means inhibition above about 12%;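 further: 0% = vehicle wells of infected cells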
PKA-R1A act: activators of PKA-R1A complex; P00514+P68181; 340,000 tested, 0.083% active; AID 504707; PKA-R1A dissociation, Cy5-IP20 fluorescence polarization; scaled: DMSO 0%, 113 µM cGMP 100%; activation, % at 11.4 µM;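 active means percent activation above the mean of all tested compounds plus 3 SD, cut at about 19% in these data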;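 further: higher means more PKAc released from R1A so a rise in polarization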
E coli growth: reduces bacterial viability in AddAB counter-screen; E. coli V3065 growth, OD600 absorbance, 18 h; inhibition, % at 11.9 µM; 330,000 tested, 0.27% active;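 active means inhibition above the campaign's mean inhibition across all tested compounds plus 3 SD, cut at about 9.9% in these data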;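 further: uninfected addAB+ strain grown without phage in ampicillin broth; 0% = DMSO wells and 100% = ciprofloxacin 0.95 µg/ml wells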
HTR5A ag: counter-screen for OPRM1-OPRD1 agonists: human HTR5A agonism. AID 504692. 340,000 tested, 0.61% active. HTR5A agonist assay, luminescence, cell-based. P47898. activation, % at 9.3 µM; in the data active means activation mostly above about 9.5%, no sharp cut-off; inactive means mostly below about 7.6%;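 further: 0% = cells with vehicle only and 100% = reference agonist; strong numbers were not always called active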
OPRM1-OPRD1 ag: agonists of human mu-delta opioid receptor heterodimerization; 340,000 tested, 0.3% active; activation, % at 9.3 µM; cells, OPRM1-OPRD1 heterodimerization, luminescence; in the data active means activation above about 18%;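 further: 0% = vehicle-treated cells and 100% = reference agonist; values of inactives mirror those of a sister screen read the other way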
Target sequence (P35372 whole entry, looked up): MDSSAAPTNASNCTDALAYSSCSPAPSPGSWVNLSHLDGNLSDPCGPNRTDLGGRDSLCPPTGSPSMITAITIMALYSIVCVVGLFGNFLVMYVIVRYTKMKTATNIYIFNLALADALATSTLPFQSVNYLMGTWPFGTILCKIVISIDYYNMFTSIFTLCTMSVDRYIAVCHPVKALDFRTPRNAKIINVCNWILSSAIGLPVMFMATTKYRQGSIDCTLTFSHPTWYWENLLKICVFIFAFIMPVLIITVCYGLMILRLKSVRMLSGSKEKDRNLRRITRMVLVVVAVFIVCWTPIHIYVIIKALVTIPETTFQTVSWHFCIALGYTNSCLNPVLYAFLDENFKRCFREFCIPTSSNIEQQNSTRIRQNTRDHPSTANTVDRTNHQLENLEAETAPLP
Target sequence (P41143 whole entry, looked up): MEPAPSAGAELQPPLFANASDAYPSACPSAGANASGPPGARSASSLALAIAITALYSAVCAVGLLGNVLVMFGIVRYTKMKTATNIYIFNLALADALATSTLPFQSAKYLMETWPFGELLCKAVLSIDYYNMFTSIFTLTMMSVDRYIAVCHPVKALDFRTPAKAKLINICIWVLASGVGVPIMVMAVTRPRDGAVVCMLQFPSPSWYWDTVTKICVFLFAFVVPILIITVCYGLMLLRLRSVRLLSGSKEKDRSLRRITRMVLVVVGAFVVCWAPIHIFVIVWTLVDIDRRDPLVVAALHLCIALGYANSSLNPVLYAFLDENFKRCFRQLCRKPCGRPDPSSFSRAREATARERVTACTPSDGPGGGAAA
MOR-DOR inv ag: mu-delta opioid heterodimer inverse agonism. AID 504357. inhibition, % at 9.3 µM. P35372+P41143. cell-based MOR-DOR heterodimer luminescence. 340,000 tested, 0.21% active; in the data active means inhibition above about 22%, passing the limit was not always enough;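 further: 0% = cells with DMSO and 100% = wells without cells with DMSO; values of inactives mirror those of a sister screen read the other way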
SUMO Mot1 rescue: inhibitors of SUMOylation pathway: yeast Mot1-301 growth rescue. S. cerevisiae Mot1-301 growth rescue, ATP luminescence, 38.5C; percent above DMSO median, 100 means doubled. growth rescue, % at 18.8 µM. 320,000 tested, 1% active. AID 2716;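 active means every valid replicate shows activation above 250% relative to neutral control wells; inactive means the rest, any valid replicate at or below 250%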;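 further: OY570 slx delta 5 strain wells were the positive control but not used for scaling; some compounds called inactive have numbers as strong as hits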
PfHsp90 yeast 2: reduces growth (ATP signal) of yeast expressing P. falciparum Hsp90. S. cerevisiae expressing PfHsp90, BacTiter-Glo ATP, 48 h; yeast lacking PDR1 and PDR3 efflux regulators. inhibition, % at 9.4 µM. 310,000 tested, 0.32% active;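 active means every replicate shows inhibition above about 80%, whatever the replicate mean, limit read from the data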;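 further: 0% = DMSO neutral controls and 100% = 20 µM radicicol positive controls; yeast relying on Plasmodium falciparum Hsp90 in place of its own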
phage Ecoli inh: E. coli growth loss with phage present; 360,000 tested, 0.26% active; growth absorbance; inhibition, % at 11.9 µM; AID 651602; in the data active means inhibition above about 11%
* hit, by the source's call; . = not tested or not shown.

SMILES	Pemphigus Ab inh	HTR5A inv ctr	AddAB inh	PKA-R1A act	E coli growth	HTR5A ag	OPRM1-OPRD1 ag	MOR-DOR inv ag	SUMO Mot1 rescue	PfHsp90 yeast 2	phage Ecoli inh
CCN(CC)CCn1c(SCC(=O)NCCC2=CCCCC2)nc2c(sc3ccccc32)c1=O	95	-7	-1.3	10	-1.5	3	0.0	0	-4	-43	1.1
Cc1c(C)c2c(OCC(=O)O)cc3c(c2oc1=O)CCC(C)(C)O3	108	-1	0.7	0	-0.3	0	0.0	0	2	-1	1.2
CCC1(C)N([O-])C(C)=C(c2ccccc2)[N+]1=O (stereo unspecified)	102	7	2.0	-6	-1.3	-1	-0.1	1	-7	-3	3.6
CC1CN(C(=S)Nc2ccc(S(N)(=O)=O)cc2)CC(C)O1 (stereo unspecified)	.	-9	0.3	-13	1.0	2	-3.1	16	-5	0	0.1
Cc1cc(C(=O)COC(=O)c2ccncc2)c(C)n1Cc1ccco1	108	-3	0.4	13	-1.6	1	-1.0	5	-15	.	-0.5
CC(=O)/C(=N\Nc1ccc(C)cc1)N1CCOCC1	104	5	2.5	2	-0.6	-5	-1.3	7	272	18	3.5
COc1ccc2nc3ccccc3nc2c1NC(=O)c1ccccc1Cl	101	4	1.0	2	-3.1	-2	-3.0	17	-1	20	2.1
CCOc1ccccc1NC(=O)Cn1nc(-c2ccco2)ccc1=O	99	1	2.2	-4	-1.6	-1	-2.0	11	-1	-5	1.1
O=C(O)c1ccc(Nc2ncnc3scc(-c4ccccc4)c23)cc1	104	-8	-0.6	-4	-1.4	3	-1.1	7	-16	-1	3.0
Cc1cc(C)cc(OCC(=O)OCC(=O)c2cc(C)n(C3CC3)c2C)c1	109	3	3.7	18	0.9	5	-0.8	2	-19	-6	0.2
CCN(CC)C(=O)CSc1nc(Cc2ccccc2)nc2ccccc12	113	0	.	4	.	0	-0.3	2	4	-10	-1.8
Cc1ccc(-n2cc(S(=O)(=O)c3ccc(C)cc3)[nH]c2=O)cc1	108	9	1.0	2	1.4	-3	-2.9	15	19	12	3.8
CCOC(=O)c1ccccc1NC(=O)C=C(C)C	107	-64	-0.2	-14	2.5	-1	5.4	-29	5	25	1.5
CCNC(=O)NC1c2ccccc2CSc2ccccc21 (stereo unspecified)	102	-14	1.6	9	1.1	-3	-1.5	8	614*	-21	2.8
Cc1ccc(NC(=O)COC(=O)COc2ccc3ccc(=O)oc3c2)cc1[N+](=O)[O-]	.	2	1.9	-8	1.9	7	-1.3	5	2	-4	-0.5
CC(C)(O)C#Cc1ccc(CN2CCCC(CO)(Cc3cccc(Cl)c3)C2)cc1 (stereo unspecified)	155	8	0.5	-2	0.6	-6	2.3	-16	-5	4	0.9
CCOC(=O)C(=O)c1csc(NC(=O)COc2ccc(N(C)S(=O)(=O)c3ccc(F)cc3)cc2)n1	73*	-24	1.8	-11	0.2	0	1.8	-10	-12	.	-0.6
O=C(CCCn1c(=S)[nH]c2ccccc2c1=O)N1CCOCC1	97	4	3.1	6	-0.2	1	-0.9	5	-2	.	1.2
CCCCSCCCNC(=O)C1CCC(CNS(=O)(=O)c2ccccc2)CC1 (stereo unspecified)	95	-49	-2.4	-3	-2.9	12*	1.9	-11	-11	-9	-1.4
CSCc1c(C(=O)N2CCCc3ccccc32)oc2ccccc12	91	11	0.3	1	-0.9	-5	3.9	-17	5	-8	-0.3

Brought forward from above: 2 entries, followed by the next part.
SMILES	Pemphigus Ab inh	HTR5A inv ctr	AddAB inh	PKA-R1A act	E coli growth	HTR5A ag	OPRM1-OPRD1 ag	MOR-DOR inv ag	SUMO Mot1 rescue	PfHsp90 yeast 2	phage Ecoli inh
CCCCSCCCNC(=O)C1CCC(CNS(=O)(=O)c2ccccc2)CC1 (stereo unspecified)	95	-49	-2.4	-3	-2.9	12*	1.9	-11	-11	-9	-1.4
CSCc1c(C(=O)N2CCCc3ccccc32)oc2ccccc12	91	11	0.3	1	-0.9	-5	3.9	-17	5	-8	-0.3
CCN(CC)C(=O)C1CCCN(C(=O)Nc2ccc3nsnc3c2)C1 (stereo unspecified)	106	-14	-3.4	-8	2.0	4	1.7	-9	240	7	2.6
O=C(O)CCC(=O)Nc1ccc(S(=O)(=O)c2ccc(NC(=O)CCC(=O)O)cc2)cc1	89	-7	-1.0	-1	1.5	2	-2.7	12	11	3	1.5
CC1CCN(c2ccc(-c3ccc(NC(=O)c4ccco4)cc3)nn2)CC1	105	-16	0.8	-3	0.3	2	2.6	-17	13	2	6.5
Cc1cc(NC(=O)CSc2ccc(Cl)cc2)no1	.	-11	0.5	-9	0.0	1	-0.3	2	-3	-19	2.7
CCc1cc(C(=O)N/N=C/c2c(C)[nH]c3ccccc23)cs1	73	-18	3.8	-11	1.2	2	4.6	-22	-4	-11	1.0
Nc1n[nH]c(N)c1N=Nc1cccc(C(F)(F)F)c1	106	3	1.0	-9	1.9	-1	-2.4	11	4	0	5.5
COc1ccc2c(C(=O)c3ccc(C)cc3)n(CCCC(N)=O)[n+]([O-])c2c1	103	-8	0.0	-10	-2.7	3	-1.1	6	6	5	2.0
CCn1cc(Br)c(C(=O)Nc2nccs2)n1	100	4	1.6	-9	1.1	-2	-2.9	14	1	-23	3.2
CCc1nnc(NC(=O)CSc2nnc(Cc3ccccc3)n2-c2ccc(OC)cc2)s1	101	-8	-0.1	3	-0.2	-1	-0.5	3	8	-98	1.1
CCCCCNC(=O)c1cccc(S(=O)(=O)N2CC3(C)CC2CC(C)(C)C3)c1 (stereo unspecified)	102	-4	1.2	-12	0.3	-4	0.8	-4	-18	10	4.8

Taken from above:
Result of `CCCCCNC(=O)c1cccc(S(=O)(=O)N2CC3(C)CC2CC(C)(C)C3)c1` (stereo unspecified) in HTR5A ag: -4
Result of `CCc1nnc(NC(=O)CSc2nnc(Cc3ccccc3)n2-c2ccc(OC)cc2)s1` in AddAB inh: -0.1

(continued)
SMILES	Pemphigus Ab inh	HTR5A inv ctr	AddAB inh	PKA-R1A act	E coli growth	HTR5A ag	OPRM1-OPRD1 ag	MOR-DOR inv ag	SUMO Mot1 rescue	PfHsp90 yeast 2	phage Ecoli inh
CC(NC(=O)CN1CCOCC1)c1ccc(F)cc1 (stereo unspecified)	92	-6	15*	0	16*	2	-2.1	12	-28	-5	0.7
CCOC(=O)c1cc(=O)cc(C(=O)OCC)o1	101	-25	0.5	-12	-4.2	-1	-2.6	15	20	5	-2.0
CN(Cc1nc2ccccc2c(=O)[nH]1)C(=O)c1cc2c(s1)CCCCC2	98	1	1.8	13	-1.6	0	1.6	-8	-18	-1	-1.0
Cc1cccc(NC(=O)c2cnc3sccn3c2=O)c1	100	19	-1.4	-5	-1.5	-7	-1.5	9	116	30	2.5
O=C(CCc1ccccc1)NCCCNC(=O)CCc1ccccc1	.	10	0.1	-5	1.8	3	-6.1	23	-16	3	-3.2
Cc1ccc(C)c(NC(=O)CCc2nnc3ccc(N4CCCC4)nn23)c1	74	-3	2.2	-13	-1.7	-1	-3.3	17	25	9	1.5
O=C(Cn1nnc(-c2ccc(Cl)cc2)n1)NCc1ccco1	84	0	2.2	-11	1.2	0	-2.1	13	-13	4	6.6
COc1cccc(OC)c1OCCNCC1COc2ccccc2O1 (stereo unspecified)	108	14	-2.1	-6	0.4	10	-0.5	3	-6	-8	5.0
COc1ccc(NC(=O)CSc2c3c(nc4ccccc24)CCC3)c(OC)c1	91	15	1.8	-3	-3.5	-6	-1.9	10	-7	-11	4.0
CC(=O)Oc1cccc(N2C(=O)c3ccc(C(=O)Nc4c[nH]c(=O)[nH]c4=O)cc3C2=O)c1	82	6	-0.8	1	-1.4	5	-2.7	14	554*	-19	.
Cc1ccc(C)c(N2N=C(C(=O)OCc3nnc(-c4cccs4)o3)CCC2=O)c1	98	6	.	-13	.	0	-1.5	10	.	.	0.7
Cc1cc(C)n(/N=C/c2cc(Cl)cc(Cl)c2O)c(=O)c1	102	-6	2.6	0	-2.4	2	-0.2	1	89	-44	3.6
COc1ccc(N(CC(=O)N2CCN(Cc3ccc4c(c3)OCO4)CC2)S(=O)(=O)c2ccc(F)cc2)cc1	100	8	1.8	1	2.9	-3	2.0	-11	203	-7	-1.7
CC(C)C(NC(=O)c1ccc(C(C)(C)C)cc1)C(=O)NCC(c1ccccc1)N(C)C (stereo unspecified)	101	-13	-2.5	6	-0.8	0	5.5	-28	-1	24	3.5
COc1ccc2[nH]c(C(=O)O)c(CCNC(C)=O)c2c1	103	-22	-0.2	1	-0.4	9	-1.6	9	119	-7	0.3
CCc1ccccc1-n1c(SCC(=O)N2CCCC2)nnc1-c1ccccn1	94	3	1.9	-7	0.2	-1	-0.9	5	74	13	0.3
COc1cc2c3c(c1)C1(C(=O)N3C(C)(C)C=C2C)C(C#N)=C(N)Oc2cc(O)ccc21 (stereo unspecified)	107	0	2.8	-6	0.5	5	-1.9	12	-14	-6	1.7
O=C(COc1ccc2c3c(c(=O)oc2c1)CCC3)NC1CCCCC1	86	-13	0.2	-2	-2.8	5	-0.2	1	5	-39	2.3
O=C(Nc1ccc(S(=O)(=O)N2CCOCC2)cc1)c1ccc([N+](=O)[O-])cc1Cl	97	-14	1.2	-7	-0.1	4	2.9	-13	-4	-6	1.9
Cc1cccc(NC(=S)NCCc2ccc(S(N)(=O)=O)cc2)c1C	97	12	-1.2	2	-3.0	-3	-1.9	13	-7	-5	4.3

Quoted at random: two records from the list, in no set order.
SMILES	Pemphigus Ab inh	HTR5A inv ctr	AddAB inh	PKA-R1A act	E coli growth	HTR5A ag	OPRM1-OPRD1 ag	MOR-DOR inv ag	SUMO Mot1 rescue	PfHsp90 yeast 2	phage Ecoli inh
O=C(Nc1ccc(S(=O)(=O)N2CCOCC2)cc1)c1ccc([N+](=O)[O-])cc1Cl	97	-14	1.2	-7	-0.1	4	2.9	-13	-4	-6	1.9
CC(C)C(NC(=O)c1ccc(C(C)(C)C)cc1)C(=O)NCC(c1ccccc1)N(C)C (stereo unspecified)	101	-13	-2.5	6	-0.8	0	5.5	-28	-1	24	3.5

Continued.
SMILES	Pemphigus Ab inh	HTR5A inv ctr	AddAB inh	PKA-R1A act	E coli growth	HTR5A ag	OPRM1-OPRD1 ag	MOR-DOR inv ag	SUMO Mot1 rescue	PfHsp90 yeast 2	phage Ecoli inh
COc1ccc(NC(=O)CCCCCN2C(=O)c3ccccc3C2=O)c(OC)c1	112	-2	1.3	0	0.6	1	-2.2	11	-5	28	0.6
N#C/C(=C\c1cc(Cl)cc(Cl)c1O)C(=O)NC1CCCCC1	96	-1	0.4	1	0.4	-1	-0.2	1	-18	-21	4.6
N#Cc1nc(-c2ccccc2F)oc1N1CCCC1	105	4	2.1	2	-0.9	-2	-0.3	2	-15	-26	2.2
O=C(COC(=O)c1cccnc1Cl)Nc1cccc(S(=O)(=O)N2CCOCC2)c1	91	-42	0.9	10	-0.1	12*	-2.5	13	8	.	4.3
CSc1nccc(N/N=C/c2ccccc2)n1	97	7	0.7	5	0.0	-2	-1.1	5	47	-19	2.5
O=[N+]([O-])c1ccc(CSc2ncnc3ccccc23)cc1	97	2	0.5	-3	-0.8	-1	-1.7	8	53	-7	-3.4
COC(=O)c1ccc(CSc2nccn2C)cc1	107	-6	3.0	-2	0.6	5	-1.6	9	26	.	0.6

Screening data: PubChem BioAssay, several laboratories
